Compound activity: PubChem, Fisher Drug Discovery Resource Center
mcGAS RapidFire = blocks mouse cGAS cGAMP production | Q8C6L5 | recombinant mouse cGAS, cGAMP by RapidFire MS | inhibition, % at 12.5 µM | actives 0.18% (n = 130,000) | AID 1259397;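 active = inhibition of cGAS enzyme activity at or above 60%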;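 also: enzyme stimulated by 45 bp dsDNA with ATP and GTP substrates; cGAMP share of summed cGAMP plus half ATP and half GTP signals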
Target sequence (Q8C6L5 whole entry, looked up): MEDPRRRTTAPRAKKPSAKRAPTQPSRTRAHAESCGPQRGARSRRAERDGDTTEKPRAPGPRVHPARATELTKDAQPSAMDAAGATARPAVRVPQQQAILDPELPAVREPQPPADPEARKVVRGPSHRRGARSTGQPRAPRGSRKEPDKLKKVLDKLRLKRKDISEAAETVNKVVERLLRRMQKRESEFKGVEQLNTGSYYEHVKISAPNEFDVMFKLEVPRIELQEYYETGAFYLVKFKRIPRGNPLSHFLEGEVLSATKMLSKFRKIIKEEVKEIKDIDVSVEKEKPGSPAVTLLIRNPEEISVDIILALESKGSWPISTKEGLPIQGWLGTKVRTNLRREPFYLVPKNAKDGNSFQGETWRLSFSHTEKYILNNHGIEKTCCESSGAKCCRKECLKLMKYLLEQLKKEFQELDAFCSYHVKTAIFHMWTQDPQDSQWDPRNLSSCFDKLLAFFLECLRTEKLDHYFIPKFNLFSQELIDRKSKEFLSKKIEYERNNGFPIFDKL
The depositor's hits bear a star; & = joins results of further samples.

| structure | mcGAS RapidFire |
| --- | --- |
| Cc1cc(C(=O)N(CC2CCCO2)c2nc3c(F)cc(F)cc3s2)n(C)n1 (centres undefined) | -6 |
| Cc1c(C(=O)NCc2cccs2)sc(=O)n1Cc1ccc(C(=O)c2ccccc2)cc1 | -2 |
| CCOC(=O)C1(Cc2ccccc2C)CCCN(C(=O)C2CCN(C(=O)N(C)C)CC2)C1 (centres undefined) | -9 |
| Cc1cc(OCCn2cnc3sccc3c2=O)ccc1C(C)C | 4 |
| COc1ccccc1Cn1ccc2c(cnc3nc(C)nn32)c1=O | -15 |
| CCOC(=O)N1CCC(NC(=O)c2csc(Nc3ccccc3)n2)CC1 | -7 |
| COCc1nc2cc(-c3c(F)cccc3OC)ccc2o1 | -3 |
| CC(C)(CC1Cc2ccccc2C1)NC(=O)C1CC2(CCNCC2)CN1 (centres undefined) | -20 |
| N#Cc1ccccc1OCC(=O)NC1CCCCCCC1 | -16 |
| O=C(NC1CCSc2ccc(F)cc21)C1=CC=CN2CCS(=O)(=O)N=C12 (centres undefined) | 0 |
| COc1ccc(-c2cc(C3CCN(Cc4cnc(N)nc4)C3)ccn2)cc1C (centres undefined) | -8 |
| O=C(CCn1cnnc1)N1C[C@@H]2[C@@H]3CC[C@@H](C3)[C@@H]2C1 | -23 |
| O=C(CN1CCN(S(=O)(=O)c2ccccc2Cl)CC1)NC1CCCCC1 | -6 |
| C=CCn1c(NCCCCCC)nc2c1c(=O)[nH]c(=O)n2C | -2 |
| O=C(NCCN1CCN(c2ccc(F)cc2)CC1)c1cc2c(F)cccc2[nH]1 | -2 |
| CNc1ncccc1C(=O)N1CCCC(Nc2ccc(OC)c(OC)c2)C1 (centres undefined) | -43 |
| N#Cc1cnn(C(=O)CCc2cccc(Cl)c2)c1N | 44 |
| Cc1[nH]c2ccc(F)cc2c1CCN=C(N)NS(=O)(=O)c1ccc(F)cc1 | -5 |
| Cc1ccnc(Nc2ccc(NCCNC(=O)COc3ccccc3)nn2)c1 | -4 |
| COc1cc(CN(C)Cc2oc(CO)cc(=O)c2O)ccc1OC(F)F | -31 |
| O=C(CCNS(=O)(=O)c1cccs1)N1CCN(C(=O)c2ccco2)CC1 | -3 |
| C=CCn1c(C2CCCCC2)n[nH]c1=S | -8&-2 |
| CCOC(=O)C1(CC2CC2)CCN(Cc2ccc(OC)cc2F)CC1 | -6 |
| COc1ccc(S(=O)(=O)Nc2ccc3c(c2)N(S(=O)(=O)c2ccccc2)CCC3)c(OC)c1 | -4 |
| Cc1nc2c(c(=O)[nH]1)CCN(C(=O)C1(c3cccs3)CC1(C)C)C2 (centres undefined) | -7 |
| CCn1ccnc1CN1CCOC(Cc2ccccc2Cl)C1 (centres undefined) | -5 |
| COc1ccc(C=CC(=O)N2CC(C)OC(C)C2)cc1S(=O)(=O)N1CCOCC1 (centres undefined) | -1 |
| Cc1ccc(C(=O)Nc2ccc3c(c2)CCC(=O)N3CC(C)C)cc1C | 6 |
| COc1ccc(-c2nnn(CN3CCc4sccc4C3c3cccs3)n2)cc1OC (centres undefined) | 0 |
| O=c1c2cnc3nc(-c4ccncc4)nn3c2ccn1CC1CCCO1 (centres undefined) | 3 |
| CCN1CCC(N(C)C(COC)c2ccccn2)CC1 (centres undefined) | -5 |
| O=C(CCCS(=O)(=O)c1ccc(Cl)cc1)N1CCN(c2nc3c(Cl)cccc3s2)CC1 | 0 |
| Cc1[nH]c(=O)c(C#N)c(C)c1CSCC(=O)Nc1ccccc1 | -6 |
| CC1(C)OC[C@H](COC(=O)c2c(F)cccc2F)O1 | -8 |
| Cc1ccc2cc(CCNC(=O)CCCc3ccccc3)c(=O)[nH]c2c1C | -4 |
| CC1(C(=O)Nc2cccc(Oc3ccccc3)c2)CCN1Cc1c(F)cccc1F (centres undefined) | -8 |
| CCOc1ccc(CN2CCN(Cc3ccc(OC)cc3F)C(CCO)C2)cc1CO (centres undefined) | -2 |
| CC1CN(C(C)CNCc2cn(C)nc2-c2ccncc2)CC(C)O1 (centres undefined) | -15 |
| CCOC(=O)N1CCC(N2CCCC(Nc3ccccc3)C2)CC1 (centres undefined) | 3 |
| CCc1ccc(/C=C2/N=C(c3ccccc3)OC2=O)s1 | -5 |
| CC(C)NC(=S)N1CCC2(CC1)NC(C(C)C)C(=O)N2Cc1ccccc1 (centres undefined) | -15 |
| Cc1nc(-c2cccc(NCc3cn(C)nc3C(C)C)c2)n[nH]1 | -8 |
| CCOc1cc(/C=C2\C(=N)N3N=CSC3=NC2=O)cc(Cl)c1OS(C)(=O)=O | 2 |
| CCCc1c(-c2ccccc2)nc2c(-c3ccccc3)c(C)[nH]n2c1=O | 1 |
| CC(C)N(C(=S)NC1CCCCC1)c1ccccc1 | 7 |
| CC1CCc2c(sc(NC(=O)CN(C)CC(=O)Nc3ccc(F)cc3)c2C(=O)OC(C)C)C1 (centres undefined) | -2 |
| CCC(C)C(C(=O)Nc1ncc(C)s1)c1ccccc1 (centres undefined) | -6 |
| COC(=O)CSCC(=O)Nc1sc2c(c1C(=O)OC)CCCCC2 | 1 |
| CCCn1nc(C)c2c1NC(=O)CC2COCc1ccccc1 (centres undefined) | -7 |
| Cc1sc2nc(C(C)Sc3nnc4n3CCCCC4)[nH]c(=O)c2c1C (centres undefined) | -4 |
| Fc1ccc(-c2noc(CSc3nnc(C4CC4)n3C3CC3)n2)cc1 | 0 |
| COC(=O)c1sc(=S)n(Cc2ccco2)c1C | -6 |
| Cn1c(CCC(N)=O)nnc1SCc1ccc(C(N)=O)cc1 | 5 |
| O=C(CCN1C(=O)CCC1=O)NCC1(c2c(F)cccc2F)CCCC1 | 15 |
| O=C(Nc1cnn(CC(F)F)c1)c1ccc2[nH]c(=O)[nH]c2c1 | 0 |
| C=CC[C@@H]1CC=C[C@@H](C)N1C(=O)c1ccc(OC)c(OC2CCN(C(C)=O)CC2)c1 | -1 |
| Nc1nonc1-c1noc(-c2cccc(Br)c2)n1 | -1 |
| COCCNC(=O)c1sc(=O)n(Cc2cc(Cl)ccc2OC)c1C | -2 |
| O=S1(=O)CC2SC(=S)N(c3cccc(O)c3)C2C1 (centres undefined) | -9&2 |
| Cc1ccc(-n2ncc3c(=O)n(NC(=O)COc4ccccc4C)cnc32)cc1C | -8 |

Further results follow:
| structure | mcGAS RapidFire |
| --- | --- |
| CCNC(=O)NC(=O)C(c1ccccc1)n1nc(C(=O)O)c2ccccc2c1=O (centres undefined) | 4 |
| Cc1ccc(N=P(c2ccncc2)(N2CCCC2)C(C)(C)C)cc1C (centres undefined) | -5 |
| CCn1c(C)cc(C)c(C(=O)N2CCC(O)(c3ccc(C)cn3)CC2)c1=O | -42 |
| CN(C)C(=O)CCNC(=O)Nc1cccc(Cl)c1-n1cccn1 | -4 |
| CCOC(=O)CCc1ccc(C(=O)C(F)(F)F)o1 | -8 |
| CC1/C(=C/c2cn(C)c(=O)n(C)c2=O)C(=O)c2c(O)ccc(F)c21 (centres undefined) | -2 |
| CCOc1cccc(CN(C(=O)c2cccc(C(C)=O)c2)C2CC2)c1 | -18 |
| COc1ccc(CNC(=O)C2(c3ccccc3)CC2)cc1 | -7 |
| CCNC(=O)CN(CC)CC(=O)Nc1cc(-c2ccc(Cl)cc2)nn1C | -28 |
| CCCCCCC1CCC(c2noc(-c3ccc(Br)cc3)n2)CC1 (centres undefined) | -11 |
| O=C1CCC(C(=O)N2CCc3sccc3C2)CN1CCc1ccccn1 (centres undefined) | 0 |
| COC(=O)C(C)OC(=O)c1c[nH]c2cc(Br)c(Br)cc12 (centres undefined) | -5 |
| COCCn1c(=O)c2c(nc3n(-c4cc(C)cc(C)c4)c(C)c(C)n23)n(C)c1=O | -6 |
| CC(SCc1csc(-c2ccc3c(c2)OCO3)n1)C(N)=O (centres undefined) | -6 |
| CN1CCc2nc3sc(C(=O)NCc4ccccc4)c(N)c3cc2C1 | -2 |
| CC1(C(=O)N2CCN(S(=O)(=O)c3ccc4ccccc4c3)CC2)CC1(Cl)Cl (centres undefined) | -5 |
| CCc1sc(C(=O)N2CCN(CC(=O)Nc3ccc(F)cc3)CC2)cc1C | -5 |
| FC(F)(F)c1nc(N2CCc3ccccc32)c2ccccc2n1 | -8 |
| Cn1ncc(CN2CCN(S(=O)(=O)c3ccccc3)CC2)c1C1CC1 | -21 |
| CN(CCO)C(=O)C1c2ccccc2-c2ccccc21 | -5 |
| Cc1nc2ncc3c(=O)n(Cc4ccccc4)ccc3n2n1 | -3 |
| COC(=O)NC(Nc1nnc(C)s1)(C(F)(F)F)C(F)(F)F | -2 |
| CC(=NOCC(=O)NN=Cc1ccco1)c1cccs1 | 1 |
| Cc1ccc(C)c(NC(=O)CSc2nc3c(c(=O)n2Cc2ccccc2)SC(C)C3)c1 (centres undefined) | -4 |
| OCc1cccc(OCc2ccon2)c1 | -16 |
| COc1cccc(N2CCN(Cc3nc[nH]c3C)C(C)C2=O)c1 (centres undefined) | -6 |
| NS(=O)(=O)c1ccc(CCC(=O)N(Cc2ccccc2)C2CC2)cc1 | -2 |
| O=C(CNC(Cn1cccn1)c1ccccc1)Nc1cnccn1 (centres undefined) | -15 |
| Cc1nc(NCC(c2ccccc2C)N(C)C)c2nc(C)oc2n1 (centres undefined) | 10 |
| S=C1Nc2cccc3cccc(c23)N1 | -3 |

The final 2 entries of the section above come first, to join the parts.
| structure | mcGAS RapidFire |
| --- | --- |
| Cc1nc(NCC(c2ccccc2C)N(C)C)c2nc(C)oc2n1 (centres undefined) | 10 |
| S=C1Nc2cccc3cccc(c23)N1 | -3 |
| CN1CCN(C2=Cc3ccccc3Oc3ccc(Cl)cc32)CC1 | -10 |
| Cn1c(=O)c(C(=O)N2C[C@@H]3[C@@H]4CC[C@@H](C4)[C@@H]3C2)nc2ccccc21 | -13 |
| Cc1nc(-c2ccc(Cn3cc4ncccc4c3O)cc2)no1 | -13 |
| Cn1nnc2c(NCCC3=CCCCC3)ncnc21 | -14 |
| CN1C[C@H](NC(=O)Cc2ccc3c(c2)NC(=O)CO3)C[C@H]1CO | -13 |
| CCn1c(CN2CCNC(C(=O)NCc3cccnc3)C2)nc2ccccc21 (centres undefined) | -15 |
| COc1cc(=O)n(-c2ccccc2C)nc1C(=O)Nc1ccc(C)cc1C | -30 |
| Cc1ccc(S(=O)(=O)N(C)c2c(C)ccc(S(=O)(=O)N3CCCC3)c2C)cc1 | -6 |
| Clc1cc(C2CC(c3cccs3)=Nc3ccccc3S2)cc2c1OCO2 (centres undefined) | -2 |
| CN(Cc1ccccc1)C(=O)NCc1ccnn1C | -6 |
| COc1cc(/C=C/CN2CCN(Cc3ccsc3)C(CCO)C2)ccc1O (centres undefined) | -2 |
| Cc1ccc(NC(=O)c2sc(=O)n(Cc3ccc(C(F)(F)F)o3)c2C)cc1 | -8 |
| CC(=O)Nc1nonc1NC(=O)CSC1=NCCS1 | -15 |
| CC(O)C1CCCCN1Cc1nnc2n(C)c(=O)c3ccccc3n12 (centres undefined) | -10 |
| CCOC(=O)CSC1N=C(OC)CC(=O)N1 (centres undefined) | -9 |
| CCc1nnc(NS(=O)(=O)c2ccc(N=Cc3c(C)[nH]n(-c4ccc(C)cc4)c3=O)cc2)s1 | -29 |
| CNS(=O)(=O)c1cccc(C(=O)N2CCN(C/C=C/c3ccccc3)CC2)c1 | -5 |
| C=CCNC(=O)NCC1CC(=O)N(CCc2ccccc2)C1 (centres undefined) | -2 |
| CN(C)C(=O)c1ccc(N2CCC(NCCCn3nnc4ccccc43)CC2)cc1 | -9 |
| Cc1ccc(C=c2sc(=C(C#N)C(=O)C(C)(C)C)n(CCCN3CCOCC3)c2=O)s1 | 2 |
| COc1ccc(-n2c(SCC(=O)Nc3cc(C)on3)nc3c(c2=O)SCC3)cc1 | -7 |
| CC(C)c1ccc(S(=O)(=O)N=C2C=C(Cl)C(=O)c3ccccc32)cc1 | -12 |
| NC(=O)c1ccnc(N2CCC(N3CCCC3=O)CC2)c1 | -15 |
| O=C(OCCc1cn[nH]c1C(F)(F)F)c1ccc2c(c1)OCCO2 | -12 |
| COC(=O)c1cc(N2C[C@H]3CC=C(C)C[C@H]3C2)ncn1 | -23 |
| O=C1OC(c2cccc([N+](=O)[O-])c2)=N/C1=C/c1cccnc1 | 3 |
| CC1(C(=O)NS(=O)(=O)Cc2cccc(Cl)c2)CCN1C(=O)C1(c2ccc(Cl)cc2)CCC1 (centres undefined) | -10 |
| CC(C)n1nccc1C(=O)N1CCN(c2nc3ccc(OC(F)(F)F)cc3s2)CC1 | -6 |
| O=C(Cc1ccon1)NC(c1ccccc1F)C1CCCC1 (centres undefined) | -15 |
| COCCN1C(=O)/C(=C\c2ccco2)SC1=S | 21 |
| Cc1ccc(C(=O)C(C)OC(=O)c2cccc(NC(=O)c3ccccc3)c2)cc1 (centres undefined) | -6 |
| COc1cc(OC)cc(C(=O)Nc2c3c(nn2C(C)(C)C)CS(=O)C3)c1 (centres undefined) | -8 |
| CCOc1c(C)cc(S(=O)(=O)Nc2ccc3c(c2)CN(C(=O)C(C)C)CC3)cc1C | 12 |
| CC(C)c1noc(-c2ccc(NCc3ccccc3-n3cncn3)nc2)n1 | -5 |
| CC1CCN(C(=O)Nc2ccc(Br)cc2)CC1 | -4 |
| CC1CC(N2CCn3c(nnc3C(C)C)C2)C(=O)O1 (centres undefined) | -9 |
| Cc1cc(NC(=O)c2ccc(F)cc2Cl)sc1C(=O)O | -8 |
| O=c1ccc(=O)n(Cc2nc(CCc3ccccc3)n[nH]2)[nH]1 | -5 |
| Cc1cccc2nc(CNC(=O)Cn3ccccc3=O)n(C)c12 | -11 |
| CN(Cc1n[nH]c(=O)[nH]1)Cc1cn(Cc2ccccc2)nc1-c1cc2ccccc2o1 | -8 |
| O=C(O)c1nsc(Cl)c1Cl | 0 |
| CC1(C)Cc2cc(CNC(=O)c3cn4c(n3)CNCC4)ccc2O1 | -24 |

Entries listed so far that have a furan ring, fused or not (7):
| structure | mcGAS RapidFire |
| --- | --- |
| O=C(CCNS(=O)(=O)c1cccs1)N1CCN(C(=O)c2ccco2)CC1 | -3 |
| COC(=O)c1sc(=S)n(Cc2ccco2)c1C | -6 |
| CCOC(=O)CCc1ccc(C(=O)C(F)(F)F)o1 | -8 |
| CC(=NOCC(=O)NN=Cc1ccco1)c1cccs1 | 1 |
| Cc1ccc(NC(=O)c2sc(=O)n(Cc3ccc(C(F)(F)F)o3)c2C)cc1 | -8 |
| COCCN1C(=O)/C(=C\c2ccco2)SC1=S | 21 |
| CN(Cc1n[nH]c(=O)[nH]1)Cc1cn(Cc2ccccc2)nc1-c1cc2ccccc2o1 | -8 |

These rows are one share of the data; rates above refer to the full screens.
